From PubChem BioAssay
M17LAP inhibition: P. falciparum M17LAP inhibitors, primary screen, biochemical, fluorogenic H-Leu-NHMec substrate, 1536-well (AID 1619); recombinant M17LAP, H-Leu-NHMec fluorogenic kinetic assay; higher % means a stronger effect; inhibition, % at 30 µM; hits with a dose series show IC50 in µM; actives 0.38% (n = 220,000);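 active means compound inhibiting the enzyme by more than half at any dose during confirmatory dose-response retesting; inconclusive means strong single-dose inhibitors picked by rank but not retested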;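 further: plate controls were full reaction with DMSO carrier for no effect and no enzyme background for full effect; strong numbers were not always called active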
PhoP inhibition: PhoP-dependent GFP reporter repression – Salmonella Typhimurium, primary screen (AID 1863); S. Typhimurium PhoP-regulated promoter GFP reporter, 4 h; higher % means a stronger effect; inhibition, % at 50 µM, or IC50 in µM where a hit was titrated; actives 0.16% (n = 300,000);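 active means inhibition over 29.93%, a cutoff 3 SD above the screen mean, later confirmed by dose response; inconclusive means inhibition over 29.93% but no dose response follow-up; inactive means inhibition at most 29.93% or unconfirmed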;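 further: 0% = low Mg2+ inducing control and 100% = high Mg2+ repressing control; strong numbers were not always called active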
SIAH1 antagonists: blockers of Siah-1 interaction with plectin peptide – biochemical, fluorescence polarization, rhodamine-plectin, uHTS, primary screen (AID 1817); actives 0.02% (n = 290,000); displacement, % at 20 µM, or IC50 in µM where a hit was titrated; Siah-1 / rhodamine-plectin peptide fluorescence polarization; higher % means a stronger effect;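 active means displacement of at least 50% at 20 µM, with a fluorescence ratio check between 0.3 and a set limit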;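 further: plate controls were Siah plus tracer with DMSO for no effect and tracer alone without Siah for full effect; strong numbers were not always called active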
M1AAP inhibition: malaria alanyl aminopeptidase activity blockers – biochemical, fluorogenic H-Leu-NHMec substrate, 1536-well (AID 1445). recombinant M1AAP, H-Leu-NHMec fluorogenic kinetic assay; higher % means a stronger effect. one-dose inhibition, % at 30 µM; IC50 in µM for titrated hits. actives 0.42% (n = 220,000);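 active means primary inhibition above the hit cutoff, then over 50% inhibition at one or more dose response concentrations, cut at about 23% in these data, passing the limit was not always enough; inconclusive means conflicting primary data, or primary hits not chosen for dose response; inactive means low primary inhibition, or under 50% at every dose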;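 further: plate controls were DMSO full reaction for no effect and no enzyme background for full effect; strong numbers were not always called active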
XIAP displacement: XIAP antagonists, biochemical, IAP family, fluorescence polarization (AID 1018) | XIAP BIR domain, fluorescence polarization peptide displacement; higher % means a stronger effect | actives 0.007% (n = 200,000) | displacement, % at 20 µM; hits with a dose series show IC50 in µM; in the data active means displacement above about 50%; further: a part of the inactive calls stands beside numbers as strong as those of hits
West Nile virus CPE: inhibition of WNV-induced cytopathic effect – cell-based, CPE readout (AID 1621) | West Nile virus-infected cells, CPE inhibition; higher % means a stronger effect | CPE inhibition, % at 10 µM; hits with a dose series show IC50 in µM | actives 0.02% (n = 290,000); in the data active means a potency from the dose series; inconclusive means CPE inhibition mostly from about 3.7% at the one dose, without a potency; inactive means the rest, 99 in 100 with CPE inhibition below about 2.2%; further: strong numbers were not always called active
Yfh1-depleted yeast: enhancers of respiration in Yfh1-depleted yeast, dose response, Friedreich's ataxia, plus single-dose screen (AID 1465); actives 0.074% (n = 220,000); S. cerevisiae Yfh1-off respiration, WST-1 reduction, 72 h; higher fold induction means a stronger effect; fold induction at 50 µM; hits with a dose series show EC50 in µM;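 active means fold induction of absorbance versus untreated yeast above a set limit, then at least 30% activation at any dose in follow-up; inconclusive means repeats straddling the limit, or above it without dose testing; inactive means fold induction below the set limit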;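 further: activators that raise dye reduction in frataxin-depleted yeast; strong numbers were not always called active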
CSM14.1 death rescue: protection against thapsigargin-triggered cell killing – 384-well, CSM14.1, ATP luminescence, primary screen (AID 1222); CSM14.1 thapsigargin-induced death rescue, ATP luminescence; higher % means a stronger effect; cellular ATP content (survival), % at 20 µM, or EC50 in µM where a hit was titrated; 190,000 tested, under 10 active;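 active means EC50 below 50 µM in the dose-response confirmation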;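 further: death triggered by thapsigargin at about 15 µM added after 2 h compound pretreatment; cell ATP read after overnight thapsigargin exposure of roughly 18 to 22 hours; normalized against plate controls of thapsigargin alone and 5% DMSO vehicle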
PMI inhibition: human PMI inhibitors, high substrate, primary screen, biochemical, fluorescence intensity, high mannose 6-phosphate (AID 1220); inhibition, % at 20 µM, or IC50 in µM where a hit was titrated; actives 0.66% (n = 190,000); recombinant PMI enzyme, coupled fluorescence intensity; higher % means a stronger effect; in the data active means inhibition above about 50%
* hit, by the source's call; i = inactive; ? = inconclusive; . = not tested or not shown. This is a subset, so the mix of outcomes need not match the whole.

SMILES	M17LAP inhibition	PhoP inhibition	SIAH1 antagonists	M1AAP inhibition	XIAP displacement	West Nile virus CPE	Yfh1-depleted yeast	CSM14.1 death rescue	PMI inhibition
Cc1nnc2n1-c1ccc(Cl)cc1C(c1ccccc1)=NC2	-1%	3%	1%	-3%	-4.5%	.	.	-1.7%	5%
O=c1c2ccccc2nc(/C=C\c2ccccc2[N+](=O)[O-])n1-c1ccccc1O	15%	-12%	15%	3%	.	?	i	.	.
COc1ccc(C2=NCc3nnc(C)n3-c3ccc(Cl)cc32)cc1Cl	16%	-5%	2%	5%	-4.7%	0.8%	i	-4.5%	-10%
CC(=NCCCn1ccnc1)c1c(O)n(C2CCCCC2)c(=O)[nH]c1=O	6%	-2%	3%	1%	.	0.1%	i	.	.
CCN(CCNc1ccc([N+](=O)[O-])c2cccnc12)S(=O)(=O)c1ccc(Cl)cc1	-5%	8%	-1%	5%	-16%	-0.2%	i	-1.4%	37%
CCOC(=O)c1c(C)[nH]c(C(=O)C(Cc2ccccc2)N(C)C)c1C (centres undefined)	15%	-3%	4%	3%	-6.2%	.	.	-3.7%	8%
CCc1ccc(-n2c(O)c(/C=N/NC(=O)c3ccncc3)c(=O)[nH]c2=O)cc1	13%	-9%	-7%	?	-6.6%	-0.6%	i	-0.5%	-1%
CSCCC(N=Cc1c(O)n(-c2ccc(Cl)cc2)c(=O)[nH]c1=O)C(=O)OC(C)(C)C (centres undefined)	0%	-6%	0%	12%	-3.4%	-0.3%	i	1.5%	-3%
ON1C2CCCCC2N(O)C1c1ccccc1 (centres undefined)	7%	6%	-3%	1%	-5.8%	-1.0%	i	-1.6%	-42%
CC(=O)Nc1ccccc1C(=O)OCC(=O)c1cccc2ccccc12	2%	-9%	0%	8%	-4.3%	0.5%	i	3.5%	-3%
COC(=O)c1nc(-c2ccc3c(n2)C(=O)C(N)=C(OC)C3=O)c(N)c(-c2ccc(OC)c(OC)c2O)c1C	21%	-1%	5%	11%	.	0.8%	i	.	.
O=c1[nH]c(=S)n(-c2ccc(Cl)cc2)c(O)c1C=Nc1ccc(N2CCOCC2)cc1	-18%	-11%	8%	11%	-0.5%	0.2%	i	-1.1%	31%
OC(CCNCCc1c[nH]c2ccccc12)C(F)(F)Cl (centres undefined)	7%	4%	-9%	-1%	-13%	-0.6%	i	.	41%
Cc1ccnc(-n2c(-c3ccccc3)nc3ccccc3c2=O)c1	5%	4%	4%	5%	-6.6%	-0.2%	i	-0.9%	16%
C/C(CC(c1ccccc1)c1c(O)c2ccccc2oc1=O)=N\Nc1ccc([N+](=O)[O-])cc1[N+](=O)[O-] (centres undefined)	-7%	-2%	15%	21%	.	-0.3%	i	.	.
CN1C(=O)C(=Cc2ccc(N(C)C)c([N+](=O)[O-])c2)C(=O)N(C)C1=O	21%	0%	-8%	17%	-5.3%	-0.3%	i	-0.9%	-37%
Cn1cccc1/C=C1\C(=O)NC(=O)N(Cc2ccco2)C1=O	14%	-5%	26%	7%	-5.6%	-0.5%	i	-1.7%	-35%
CCc1ccc(-c2nn(Cc3ccccc3)cc2C=O)cc1	17%	9%	-2%	10%	-3.7%	-0.4%	i	-2.1%	3%
COc1cc(OC)cc(C(=O)Nc2ccc(Br)cc2C(=O)c2ccccc2)c1	-7%	-1%	0%	6%	1.3%	-0.5%	i	-2.3%	2%
CC(ON1CC1(C(F)(F)F)C(F)(F)F)(C(N)=O)C(N)=O (centres undefined)	-4%	0%	4%	0%	2.8%	0.2%	i	-0.7%	-4%
CCOC(=O)COc1ccc2c(c1)c(C(C)=O)c(C)n2Cc1ccccc1	-7%	2%	10%	3%	-1.9%	0.2%	i	0.5%	0%
COCc1cc(C2SCC(=O)Nc3c2c(=O)[nH]n3C(C)C)ccc1OC (centres undefined)	14%	4%	-2%	4%	-1.0%	0.1%	i	-1.4%	-1%
O=C(C1CC(c2ccccc2O)=NO1)N1CCC2(CC1)OCCO2 (centres undefined)	-2%	3%	3%	-2%	-5.6%	-1.0%	i	-0.5%	1%
COc1nc2ccccc2c(=O)n1-c1ccc(C)cc1	-7%	1%	8%	3%	-7.4%	-0.9%	i	1.1%	9%
O=C(c1ccco1)c1cn(Cc2ccccc2)c2ccccc12	7%	8%	-4%	10%	-6.7%	-0.3%	i	1.1%	2%

Single records, from the list above.
Entry for `CCOC(=O)c1c(C)[nH]c(C(=O)C(Cc2ccccc2)N(C)C)c1C` (centres undefined) : M17LAP inhibition = 15%; PhoP inhibition = -3%; SIAH1 antagonists = 4%; M1AAP inhibition = 3%; XIAP displacement = -6.2%; West Nile virus CPE = .; Yfh1-depleted yeast = .; CSM14.1 death rescue = -3.7%; PMI inhibition = 8%
Entry for `Cc1nnc2n1-c1ccc(Cl)cc1C(c1ccccc1)=NC2` : M17LAP inhibition = -1%; PhoP inhibition = 3%; SIAH1 antagonists = 1%; M1AAP inhibition = -3%; XIAP displacement = -4.5%; West Nile virus CPE = .; Yfh1-depleted yeast = .; CSM14.1 death rescue = -1.7%; PMI inhibition = 5%

Carrying on:
SMILES	M17LAP inhibition	PhoP inhibition	SIAH1 antagonists	M1AAP inhibition	XIAP displacement	West Nile virus CPE	Yfh1-depleted yeast	CSM14.1 death rescue	PMI inhibition
CCN(CC)c1ccc(N=Cc2c(O)n(Cc3ccco3)c(=O)[nH]c2=O)cc1	-2%	-17%	-1%	9%	.	-0.2%	i	.	.
CCOC(=O)C1=C(N)Oc2cc(C)oc(=O)c2C12C(=O)N1c3c(cc(OC)cc32)C(C)=CC1(C)C (centres undefined)	-9%	-10%	-1%	4%	-4.7%	-0.1%	i	-1.9%	-11%
CN1C(=O)C(=Cc2ccc(N3CCOCC3)o2)C(=O)N(C)C1=S	15%	1%	6%	5%	-3.1%	-1.2%	i	-0.4%	.
Cc1cc(OC(=O)N(C)C)nc(SCc2c(Cl)cccc2Cl)n1	7%	-2%	1%	6%	.	0.2%	i	.	.
COc1cccc(OCC(=O)N2CCN(C)CC2)c1	-3%	1%	2%	2%	-6.7%	1.1%	i	0.4%	5%
CC1=CC(=C2C(=O)NC(=S)NC2=O)C=C(C(F)(F)F)N1C	-14%	5%	-6%	1%	0.9%	-0.1%	i	-0.8%	-8%
O=C(Cc1ccccc1)N1CCN(C2CCCC2)CC1	2%	-2%	5%	10%	-4.0%	0.2%	i	3.8%	-10%
CN1CCN(C(=O)OC2c3nccnc3C(=O)N2c2ccc(Cl)cn2)CC1 (centres undefined)	5%	2%	7%	3%	-2.4%	.	.	-1.4%	-1%
C=C1C(=O)O[C@H]2[C@H]1[C@H](OC(=O)CC(=O)O[C@@H]1C[C@@H](C)[C@@H]3C=CC(=O)[C@@]3(C)[C@H]3OC(=O)C(=C)[C@H]13)C[C@@H](C)[C@H]1C=CC(=O)[C@]12C	17%	5%	0%	12%	.	-0.1%	i	.	.
CNC(C(=O)c1ccccc1)C(OC(C)C)c1ccc(Cl)cc1 (centres undefined)	-1%	-5%	0%	1%	-6.1%	-0.7%	i	-1.2%	-18%
CC12CC[C@H]3[C@@H](CCC4(O)C[C@H](O)CCC34/C=N/NC(=O)Cc3ccccc3)C1(O)CCC2C1=CC(=O)OC1 (some centres undefined)	-3%	-5%	6%	4%	.	?	i	.	.
O=C(C(Cc1ccccc1)NS(=O)(=O)c1cccc2nsnc12)N1CCC2(CC1)OCCO2 (centres undefined)	9%	5%	1%	3%	-5.8%	0.3%	i	-0.9%	7%
Cc1nn(Cc2ccccc2)c(Cl)c1C(=O)Nc1ccc(OC(F)(F)F)cc1	-15%	12%	3%	2%	-8.3%	-1.6%	i	3.1%	4%
CCCCCn1c(=O)c(C(=O)Nc2cnccn2)c(O)c2ccccc21	2%	1%	10%	4%	-6.3%	3.4%	i	1.7%	-8%
O=C(NC(=C(Cl)Cl)P(=O)(c1ccccc1)c1ccccc1)c1ccccc1	10%	-3%	5%	2%	16%	-0.8%	i	-0.7%	7%
COc1ccc2c(c1)c(C(=O)O)c(C)n2CC(C)C	8%	1%	3%	7%	-8.7%	0.5%	i	3.7%	-3%
OC(Cc1ccccc1)(c1ccccc1)C1CN2CCC1CC2 (centres undefined)	-4%	-13%	3%	7%	-7.9%	0.2%	i	-4.3%	1%
CC(C)=CCc1c(O)cc2c(c1O)C(=O)CC(c1ccc(O)cc1)O2 (centres undefined)	0%	5%	-5%	4%	.	0.5%	i	.	.
O=C(CCc1nc(-c2ccccc2F)no1)N1CCC2(CC1)OCCO2	6%	-5%	3%	2%	0.7%	0.1%	i	1.7%	1%
CC(C)NC(C)C(=O)c1ccc2ccccc2c1 (centres undefined)	0%	-4%	0%	13%	-5.3%	0.1%	i	0.5%	1%
COc1ccc(-n2c(O)c(C=NCCCn3ccnc3)c(=O)[nH]c2=O)cc1	-5%	5%	2%	3%	-4.0%	0.2%	i	0.1%	-8%
O=C1CC(=O)N(c2ccc3c(c2)OCO3)C(=O)N1	39%	-7%	-1%	-1%	-6.5%	-0.4%	i	-1.6%	-6%
O=P1(NC2CCCC2)COc2ccccc2OC1	-12%	30%	-3%	-1%	-2.2%	-0.3%	i	2.0%	6%
CCCCn1c(O)c(C(C)=NCc2ccco2)c(=O)[nH]c1=O	-8%	1%	3%	-7%	.	-0.1%	i	.	.
O=C(COc1ccc(Cl)cc1)N1CCN(C/C=C/c2ccccc2)CC1	5%	-2%	2%	6%	-5.1%	0.3%	i	-0.1%	5%
Cc1cc(N2CCCCC2)ccc1C=C1C(=O)N(C)C(=S)N(C)C1=O	41µM*	11%	-5%	15%	-1.5%	-1.1%	i	-3.0%	19%
O=C(CSC1c2ccccc2-c2ccccc21)N/N=C/c1ccc(C(=O)O)cc1	-4%	-4%	-5%	2%	-4.8%	1.6%	i	-1.1%	-14%

Grouped by structure, the entries above with fluorine.
SMILES	M17LAP inhibition	PhoP inhibition	SIAH1 antagonists	M1AAP inhibition	XIAP displacement	West Nile virus CPE	Yfh1-depleted yeast	CSM14.1 death rescue	PMI inhibition
OC(CCNCCc1c[nH]c2ccccc12)C(F)(F)Cl (centres undefined)	7%	4%	-9%	-1%	-13%	-0.6%	i	.	41%
CC(ON1CC1(C(F)(F)F)C(F)(F)F)(C(N)=O)C(N)=O (centres undefined)	-4%	0%	4%	0%	2.8%	0.2%	i	-0.7%	-4%
CC1=CC(=C2C(=O)NC(=S)NC2=O)C=C(C(F)(F)F)N1C	-14%	5%	-6%	1%	0.9%	-0.1%	i	-0.8%	-8%
Cc1nn(Cc2ccccc2)c(Cl)c1C(=O)Nc1ccc(OC(F)(F)F)cc1	-15%	12%	3%	2%	-8.3%	-1.6%	i	3.1%	4%
O=C(CCc1nc(-c2ccccc2F)no1)N1CCC2(CC1)OCCO2	6%	-5%	3%	2%	0.7%	0.1%	i	1.7%	1%
